Source: PubChem
PTAP TSG101 blk = blocks PTAP/TSG101 interaction to inhibit HIV-1 budding; Q99816; Fluorescence polarization, FITC-PTAP peptide / Tsg101 binding; Potency, µM (series often up to 115 µM), for the others: top-dose activity change, negative = inhibition, hits mostly inhibitors; 340,000 tested, under 10 active; active = well fitted inhibition curve with a large enough effect in the main read-out, with a control signal flat, not every such curve was filed as active; inconclusive = small, poorly fitted or top-dose-only effect, or effect the other way, or a change in a side signal; inactive = no such curve, though single readings can be large or run the other way; also: potency is read from the fitted curve at half-maximal effect; % of control where 0% means no effect
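Fluorescence polarization binding of Tsg101 binding domain (10 uM final) to FITC-labeled PTAP peptide (50 nM final) in HEPES pH 7.5 buffer with NaCl, Tween 20, EDTA, TCEP. Compounds added before peptide; binding 20 min at RT.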
p53 reactivation = restores transcriptional activity of mutant p53. H1299 p53-A138V BP100-luciferase reporter, luminescence, 24 h. Potency, µM (doses to about 92.2 µM), without a hit: top-dose activity change, positive = activation, hits mostly activators. 320,000 tested, 0.063% active. AID 504706; also: potency is read from the fitted curve at half-maximal effect; % of control where 0% means no effect; nearly all actives have a fitted effect of over 45% in size
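H1299 (p53-null), stable ts p53-A138V + BP100-Luc; 1000 cells/well, Opti-MEM/10% FBS; cpd 4 pt, 1:5; 24 h, 37 deg C, 5% CO2; detection reagent 10 min RT; luminescence.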
ELG1 genotox = induces genotoxicity in HEK293T cells with luciferase-tagged ELG1. HEK293T ELG1-luciferase reporter, luminescence, 16 h. Potency, µM (series often up to 46 µM), for the others: at the highest dose activity change, positive = activation, most hits filed as activators. 330,000 tested, 1.3% active; also: potency is read from the fitted curve at half-maximal effect; % of control where 0% means no effect; nearly all actives have a fitted effect of over 60% in size
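Genotoxicity was scored as increased ELG1-luciferase reporter signal, measured by ONE-Glo luminescence (30 min, room temperature). Compound or vehicle exposure of the HEK293T reporter cells lasted 16 hr at 37°C.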
uPA generation = cell surface uPA generation inhibition. 330,000 tested, 0.31% active. cell surface uPA generation assay, qHTS. Potency, µM (doses to about 38.3 µM), inactives show at the top dose activity change, negative = inhibition, actives largely listed as inhibitors; active = well fitted inhibition curve with a large enough effect; inconclusive = small, poorly fitted or top-dose-only effect; inactive = no such curve, though single readings can be large or run the other way; tested in mouse RAW 264.7 cells; also: potency is read from the fitted curve at half-maximal effect; % is scaled to controls: 0 for no effect and ±100 for the full control effect; nearly all actives have a fitted effect of over 55% in size
USP2a inh = USP2a (human) protease inhibition | O75604 | USP2 core, Ub-CHOP2 coupled fluorogenic reporter, 485/531 | Potency, µM (top dose mostly 38.3 µM), for inactives: at the top dose activity change, negative = inhibition, actives largely listed as inhibitors | 330,000 tested, 0.01% active | AID 463254;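 also: potency is read from the fitted curve at half-maximal effect; plate controls were DMSO wells for no effect and full inhibition by NEM control for full effect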
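Cell-free coupled assay: 10nM USP2 core preincubated 30min RT with compound in Tris-HCl pH 8.0/CaCl2/CHAPS buffer, then 25nM Ub-CHOP2 and 25nM reporter substrate; fluorescence (Ex 485/Em 531) read after 60min RT, normalized to NEM inhibition, concentration-response curves fitted.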
Eya2 phos inh = inhibitors of human Eya2 phosphatase activity | Potency, µM (doses to about 76.9 µM), inactives show at the highest dose activity, negative = inhibition, most hits filed as inhibitors | recombinant Eya2, OMFP fluorescence dephosphorylation (OMFP is methylfluorescein phosphate) | 330,000 tested, 0.006% active | AID 488837 | O00167; also: potency is read from the fitted curve at half-maximal effect; % is scaled to controls: 0 for no effect and ±100 for the full control effect
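Eya2 (0.2 uM) preincubated 10 min at ambient with compound, then OMFP substrate added at 50 uM; 10 min reaction in 50 mM HEPES pH 7.5, 50 mM NaCl, 5 uM MgCl2, 0.05% BSA, 1 mM DTT. Fluorescence read at Ex 485/Em 525 nm.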
TRPV1 ag = activates the human vanilloid receptor TRPV1; TRPV1-expressing cells, Fluo-8 calcium influx, agonist mode; activation, % at 8.33 µM; 320,000 tested, 0.19% active; in the data active = activation above about 80%; inconclusive = between about 30% and that limit; also: 0% is about no effect
Target sequence (Q8NER1 whole entry, looked up): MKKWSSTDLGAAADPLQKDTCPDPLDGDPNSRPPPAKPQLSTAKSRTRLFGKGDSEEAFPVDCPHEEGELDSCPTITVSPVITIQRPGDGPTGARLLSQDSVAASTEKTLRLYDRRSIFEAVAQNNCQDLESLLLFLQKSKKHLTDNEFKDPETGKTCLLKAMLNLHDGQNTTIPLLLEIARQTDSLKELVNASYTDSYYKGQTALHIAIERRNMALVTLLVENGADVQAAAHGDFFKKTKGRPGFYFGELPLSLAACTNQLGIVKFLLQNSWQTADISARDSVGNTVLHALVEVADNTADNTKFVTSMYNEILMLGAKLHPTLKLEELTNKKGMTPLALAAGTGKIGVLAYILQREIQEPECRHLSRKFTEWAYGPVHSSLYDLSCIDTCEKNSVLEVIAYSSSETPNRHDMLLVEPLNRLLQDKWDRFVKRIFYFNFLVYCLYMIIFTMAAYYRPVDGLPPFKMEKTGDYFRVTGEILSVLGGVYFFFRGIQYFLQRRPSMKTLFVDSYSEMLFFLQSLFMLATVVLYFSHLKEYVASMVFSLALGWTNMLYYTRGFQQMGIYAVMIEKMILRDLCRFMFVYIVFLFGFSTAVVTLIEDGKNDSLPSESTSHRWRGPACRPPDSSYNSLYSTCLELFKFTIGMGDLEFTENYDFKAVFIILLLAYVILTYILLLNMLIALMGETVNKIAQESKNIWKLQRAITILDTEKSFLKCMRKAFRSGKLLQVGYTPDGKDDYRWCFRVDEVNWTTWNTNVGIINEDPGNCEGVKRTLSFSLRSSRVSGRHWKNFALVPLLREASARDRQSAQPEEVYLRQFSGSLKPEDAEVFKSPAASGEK
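TRPV1-expressing cells were cultured overnight at 35.5C and loaded with Fluo-8 calcium dye for 40 to 90 min at room temperature. After a 10 s baseline, compound was added and calcium influx was read kinetically for 3 min (ex 480/em 520 nm).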
S-ASM inh = blocks human secretory acid sphingomyelinase | 340,000 tested, 0.006% active | Potency, µM (series often up to 57.5 µM), without a hit: top-dose activity change, negative = inhibition, most hits filed as inhibitors | placental ASM, HMU-PC fluorogenic substrate, 60 min; also: potency is read from the fitted curve at half-maximal effect
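Fluorescence read-out (Ex 386 nm, Em 447 nm) after stopping the reaction at pH 10. Enzyme: ASM from human placenta; substrate HMU-PC0, 9 uM final; 60 min, 37 °C. Compound preincubation 10 min, ambient temperature.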
Integrin act MD = activators of alpha7 integrin expression for muscular dystrophy; alpha7betagal myoblasts, beta-gal FDG fluorescence, 48 h; Potency, µM (series often up to 38.3 µM), for the others: at the highest dose activation, hits mostly activators; 350,000 tested, 0.064% active; AID 624291;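 also: potency is read from the fitted curve at half-maximal effect; 100% = response of the positive control SU9516; nearly all actives have a fitted effect of over 60% in size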
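alpha7betagal+/- myoblasts (passage 13, 250/well) treated 48 h at 37C with compounds at 1:260 dilution of DMSO stock. Lysed, then beta-galactosidase activity read as FDG fluorescence (ex 480/em 540) after 30 min, with pre-read for autofluorescence.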
BRCA1 expr up = activators of BRCA1 expression; MCF7-BRCA1-FFLuc reporter, luminescence, 48 h; response scale: scaled: vehicle 0%, 10 µM genistein 100%; Potency, µM (titrated, usually from 46.1 µM), without a hit: at the highest dose activation, hits mostly activators; 380,000 tested, 1.1% active; AID 624202; also: potency is read from the fitted curve at half-maximal effect; nearly all actives have a fitted effect of over 80% in size; some results filed as inactive show a strong effect at the top dose
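Compounds are tested at multiple concentrations on MCF7 BRCA1-luciferase reporter cells seeded at 2000 per well; after 48 h, a single luminescence end-point is taken and curves fitted to the normalized data.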
B2AR arrestin = agonists driving beta-arrestin recruitment to human beta2-adrenergic receptor; P07550; beta-arrestin recruitment to beta2AR, cell-based reporter; Potency, µM (titrated, usually from 46.1 µM), without a hit: at the top dose activation, usual class: activators; 330,000 tested, 0.02% active;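 also: potency is read from the fitted curve at half-maximal effect; 0% = DMSO controls and full agonism = EC100 isoproterenol or metaproterenol; nearly all actives have a fitted effect of over 65% in size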
The depositor's hits bear a star; ? = inconclusive; . = no result given; & = joins results of further samples; [ ] = remark or other dose. Unless noted, calls follow the shape of the dose curve; as a rule, active = well fitted curve in the direction sought with a large enough effect; inconclusive = small, poorly fitted or top-dose-only effect, or another doubt; inactive = no such curve, though single readings can be large; an effect the other way counts as inactive or inconclusive. The order is random. Share with any hit: about 2.6%.

SMILES	PTAP TSG101 blk	p53 reactivation	ELG1 genotox	uPA generation	USP2a inh	Eya2 phos inh	TRPV1 ag	S-ASM inh	Integrin act MD	BRCA1 expr up	B2AR arrestin
CN1C(=O)C(C)(C)c2cc(S(=O)(=O)N3CCCC(C(=O)NCc4ccc(F)cc4)C3)ccc21 (stereo unspecified)	-1.2%	6.7%	-0.3%	0.9%	0.9%	-11.0%	-0.6	-1.7%	0.0%	-29.7%	0.4%
Cc1cccc(N(C(=O)Cn2nnc3ccccc32)C(C(=O)NC(C)(C)C)c2ccsc2)c1 (stereo unspecified)	-1.3%	10.5%	8.5%	7.1%	-2.1%	10.8%	21.5	-2.0%	-33.1%	1.7%	0.1%
O=S(=O)(c1ccccc1)N1CCN(Cc2cccc(Br)c2)CC1	-0.9%	.	.	7.5%	.	.	.	0.2%	-15.2%	-14.1%	.
COc1ccc(-n2nnnc2SCC(=O)Nc2ccc3c(c2)OCCO3)cc1OC	-3.2%	-1.0%	8.3%	2.4%	-0.6%	-1.4%	3.1	0.9%	-11.6%	-22.4%	-0.6%
CCOc1ccc(CCNC(=O)C2CCCN(c3nnc(-n4cccc4)s3)C2)cc1OCC (stereo unspecified)	-4.0%	-2.1%	-0.2%	-3.7%	1.7%	2.2%	4.8	-0.5%	-22.2%	-34.7%	0.3%
Cc1noc(C)c1CCC(=O)NC1CCCN(Cc2ccc(Cl)cc2)C1 (stereo unspecified)	-9.3%	-4.7%	-7.3%	1.4%	1.8%	-7.3%	2.2	1.7%	14.9%	-28.4%	-0.5%
CN(C)c1ccc(-c2nn3c(-c4ccc(Cl)cc4)nnc3s2)cc1	-3.7%	8.0%	3.5%	-2.1%	-0.5%	8.3%	-4.9	205.4%[activator]	11.9%	-28.8%	-1.7%
Cc1cccc(Nc2nc(-c3cccs3)cs2)n1	-3.6%	?	?	-1.8%	-13.0%	0.4%	-4.2	-18.9%	-5.1%	-2.7%	0.2%
Cc1ccc(S(=O)(=O)N(C)CC(=O)Oc2ccc(-c3nnco3)cc2)cc1	-1.1%	-3.2%	-1.0%	1.5%	-0.6%	-1.2%	3.5	-1.3%	15.6%	-3.7%	0.1%
CCN(Cc1ccccc1)S(=O)(=O)c1ccc(S(=O)(=O)N(Cc2ccccn2)Cc2ccco2)cc1	-1.7%	-2.1%	-1.5%	2.1%	5.4%	19.8%	1.4	0.0%	0.2%	1.2%	0.1%
C/C(=N\NC(=O)c1c(Cl)cnn1C)c1cccc(NC(=O)c2ccc(C)cc2)c1	0.4%	15.9%	4.0%	?	3.5%	1.3%	5.3	-8.6%	-26.4%	6.31µM*	0.0%
Cc1ccc(/C=N/Nc2ccc3ccccc3n2)o1	-2.8%	10.3%	?	-8.9%	6.6%	10.8%	1.3	418.6%[activator]	-10.7%	-44.0%	-0.1%
CCCCNC(=O)COC(=O)c1ccc(Cl)c(S(=O)(=O)N2CCCC2)c1	-2.1%	1.5%	3.4%	15.7%	0.7%	6.1%	5.5	1.3%	6.9%	-22.4%	-0.7%
CNC(=S)NNC(=O)Cc1ccc(O)cc1	-1.8%	-14.6%	0.7%	-3.0%	1.9%	-2.2%	-4.1	0.9%	-1.3%	7.2%	-0.2%
Cc1cc(C)c2c(=O)n(CC(=O)Nc3ccc(Cl)cc3)sc2n1	-9.2%	-12.6%	-0.5%	-0.7%	0.6%	0.8%	18.2	-6.6%	-56.3%[inhibitor]	10.7%	-0.5%
CCOc1ccc(NS(=O)(=O)c2ccc3ncsc3c2)cc1	0.0%	-1.4%	-0.1%	2.4%	0.4%	-9.7%	29.3	-3.2%	7.0%	-13.3%	0.2%
Nc1nc(Cl)nc2c1ncn2[C@@H]1O[C@H](CO)[C@@H](O)[C@H]1O	-3.3%	-1.9%	8.2%	?	-1.0%	-3.4%&-4.0%	-1.5	-0.8%	.	-33.1%	-0.4%
CCOc1ccc(S(=O)(=O)NCCC(=O)NC2CCC(C)CC2)cc1 (stereo unspecified)	-7.3%	1.9%	1.5%	-3.9%	-2.1%	-20.1%	.	0.5%	-36.8%	-6.0%	?
Cc1cccc(COC(=O)CCCNC(=O)c2ccc(Cl)cc2)c1	0.5%	11.0%	1.2%	-14.4%	1.2%	-6.2%	?	1.4%	26.2%	-2.7%	0.1%
COc1ccc(NC(=O)COc2cccc3c2OC(C)(C)C3)cc1OC	-1.7%	-4.2%	-4.1%	?	-2.0%	-3.1%	-0.4	1.8%	31.2%	-27.2%	0.0%
CCS(=O)(=O)NCCc1csc(-c2ccc(OC)c(OC)c2)n1	-1.5%	-1.2%	1.3%	-7.0%	0.1%	2.5%	2.0	2.0%	-14.7%	-10.5%	-0.7%
Nc1c(Cl)ncnc1N/N=C/c1ccccn1	-8.4%	?	4.11µM*	-3.8%	-0.9%	-5.2%	-2.3	3.5%	-42.6%	-77.9%	-0.5%
O=C1c2cc([N+](=O)[O-])ccc2-c2ncccc21	-7.6%	6.0%	-1.1%	6.4%	2.5%	1.6%	1.9	2.4%	-36.5%	-15.0%	0.4%
O=C(NNC(=O)c1ccc(=O)[nH]c1)c1ccc(NS(=O)(=O)c2cccs2)cc1	-3.4%	-2.5%	-1.3%	6.1%	3.1%	-0.2%	-0.1	7.2%	0.6%	-23.1%	0.2%

Three of the compounds above, comma-delimited.
smiles,PTAP TSG101 blk,p53 reactivation,ELG1 genotox,uPA generation,USP2a inh,Eya2 phos inh,TRPV1 ag,S-ASM inh,Integrin act MD,BRCA1 expr up,B2AR arrestin
Cc1cccc(COC(=O)CCCNC(=O)c2ccc(Cl)cc2)c1,0.5%,11.0%,1.2%,-14.4%,1.2%,-6.2%,?,1.4%,26.2%,-2.7%,0.1%
Cc1cc(C)c2c(=O)n(CC(=O)Nc3ccc(Cl)cc3)sc2n1,-9.2%,-12.6%,-0.5%,-0.7%,0.6%,0.8%,18.2,-6.6%,-56.3%[inhibitor],10.7%,-0.5%
CNC(=S)NNC(=O)Cc1ccc(O)cc1,-1.8%,-14.6%,0.7%,-3.0%,1.9%,-2.2%,-4.1,0.9%,-1.3%,7.2%,-0.2%

(cont.)
SMILES	PTAP TSG101 blk	p53 reactivation	ELG1 genotox	uPA generation	USP2a inh	Eya2 phos inh	TRPV1 ag	S-ASM inh	Integrin act MD	BRCA1 expr up	B2AR arrestin
Cc1ccc2c(c1)NC(C(C)(C)C)CO2 (stereo unspecified)	-2.8%	13.4%	0.0%	3.7%	3.7%	-16.4%	-1.1	2.9%	?	-9.5%	-0.1%
Cc1ccc(Cl)c(NC(=O)CCl)c1Cl	-3.7%	-10.4%	-7.1%	-11.5%	2.3%	0.6%	-2.9	-2.3%	-36.5%	-7.2%	3.5%
COc1ccc(C2C(C(=O)Nc3cccc(OC)c3)c3ccccc3C(=O)N2C)cc1 (stereo unspecified)	-2.9%	1.5%	0.1%	-16.4%	7.1%	16.5%	-0.1	-2.1%	10.7%	-12.8%	0.1%
Cc1ccc(SCCC(=O)NC(C)C)cc1	-9.4%	16.8%	1.2%	.	-0.3%	0.1%	?	-1.0%	-3.1%	15.5%	?
CCOc1ccc(-c2nc(CSCC(=O)NCC3CCCO3)c(C)o2)cc1 (stereo unspecified)	0.1%	4.9%	-0.1%[9.26 µM]	-5.9%	2.0%	6.5%	4.2	6.2%	-2.5%	-60.1%	0.5%
O=C(Nc1ccn(Cc2c(F)c(F)c(F)c(F)c2F)n1)c1ccc(COc2ccccc2Cl)cc1	-5.6%	-0.9%	-5.1%	.	0.4%	-3.9%	-0.8	-1.9%	-4.6%	-38.5%	0.2%
CC(=O)N(CN1C(=O)CCC1=O)c1cccc(Cl)c1	-3.9%	-6.9%	0.4%	4.1%	3.1%	-3.9%	10.6	0.5%	-2.4%	-9.5%	1.9%
CCCCN(CC)C(=O)CSc1nc2c(sc(=S)n2-c2ccc(OCC)cc2)c(=O)[nH]1	-8.1%	0.5%	-5.6%	-4.2%	1.1%	7.8%	0.5	-3.7%	-10.2%	-2.5%	-0.2%
Cc1ccc(NC(=O)Cn2nnc3ccccc32)cc1	-0.7%	?	?	-1.7%	-0.3%	-15.2%	-2.3	-0.5%	11.8%	8.91µM*	0.2%
CCCn1c(=N)n(CC(=O)c2ccco2)c2ccccc21	-7.1%	-12.0%	-5.2%	.	-4.8%	-0.7%	-7.7	-0.3%	38.2%[7.66 µM]	-40.8%	-0.2%
Cc1c(-n2c(SCC(N)=O)nc3ccccc3c2=O)c(=O)n(-c2ccccc2)n1C	-1.8%	1.2%	0.7%	0.3%	4.2%	-0.7%	0.4	9.1%	-7.8%	0.0%	0.0%
